Bioassay records (PubChem BioAssay)
HT1080-NT tox – kills 2HG-producing HT-1080-NT fibrosarcoma cells. AID 686970. 360,000 tested, 1.6% active. Potency, µM (titrated, usually from 46.1 µM), for inactives: at the top dose activity, negative = less viability, most hits filed as cytotoxic. HT-1080-NT fibrosarcoma viability, CellTiter-Glo ATP luminescence, 48 h;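 also: NT is the 2HG producing partner of a matched IDH1 knockdown line; potency is read from the fitted curve at half-maximal effect; 0% = DMSO-treated cells and -100% = media-only wells without cells; nearly all actives have a fitted effect of over 55% in size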
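A 48-hour cytotoxicity screen used HT-1080-NT cells plated 2 hours before compound delivery. ATP-based CellTiter-Glo luminescence measured viability, normalized to DMSO and no-cell controls.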
HT1080 IDH1KD tx – toxicity to HT-1080 IDH1 knockdown cells (counter line) | HT-1080 IDH1 knockdown viability, ATP luminescence, 48 h | 360,000 tested, 2% active | Potency, µM (top dose mostly 46.1 µM), without a hit: at the highest dose activity, negative = toxicity, hits mostly cytotoxic;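 also: potency is read from the fitted curve at half-maximal effect; 0% = DMSO wells and -100% = cell-free medium wells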
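Cytotoxicity counter-line: IDH1KD HT-1080, 48 h, CellTiter-Glo. Curves classed by r2, magnitude and activity.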
MCF10A rereplic – induces DNA re-replication in MCF 10a normal breast cells. MCF 10A DNA re-replication, Hoechst nuclear intensity, 48 h. Potency, µM (top dose mostly 46.1 µM), without a hit: at the top dose activity, positive = re-replication, hits mostly activators. 350,000 tested, 2.9% active; also: potency is read from the fitted curve at half-maximal effect; % of control where 0% means no effect; nearly all actives have a fitted effect of over 50% in size
KB-3-1 tox – kills parental KB-3-1 adenocarcinoma cells | KB-3-1 viability, CellTiter-Glo ATP luminescence, 72 h | Potency, µM (titrated, usually from 46.1 µM), for the others: at the highest dose activity change, negative = cytotoxic, hits mostly cytotoxic | 400,000 tested, 1.4% active | AID 1347075; also: potency is read from the fitted curve at half-maximal effect; % is scaled to controls: 0 for no effect and ±100 for the full control effect; nearly all actives have a fitted effect of over 60% in size
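Parental KB-3-1 viability, qHTS format: 72 h compound exposure, 37 °C; CellTiter-Glo; media-only wells and DMSO plates as controls; concentration-effect fits on corrected data.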
SW480 rereplic – inducers of DNA re-replication in SW480 colon cancer cells; 340,000 tested, 1.8% active; SW480 DNA re-replication, Hoechst DNA content imaging, 48 h; AID 624297; Potency, µM (titrated, usually from 46.1 µM), inactives show at the highest dose re-replication activation, usual class: activators; also: potency is read from the fitted curve at half-maximal effect; % of control where 0% means no effect; nearly all actives have a fitted effect of over 55% in size
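Image-based DNA-content assay: after two days of treatment, nuclei were labelled with the DNA dye Hoechst and imaged, and hits were compounds raising the count of nuclei showing high fluorescence intensity.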
IL1B secr inh – inflammasome signaling inhibition, IL-1 beta readout | activity change, % at 57.5 µM | 360,000 tested, 4.7% active | AID 743279 | THP-1 LPS/ATP IL-1B secretion, AlphaLISA, 16 h; hits give low values; in the data active = activity change below about -50%; inconclusive = mostly about -30% to -49%; also: % is scaled to controls: 0 for no effect and ±100 for the full control effect
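THP-1 cells pretreated 1 hr with compounds (up to 57.5 uM final), then stimulated with LPS (250 ng/mL final) plus ATP (1.25 mM final); secreted IL-1B measured by AlphaLISA after 16 hr, decreased signal indicating inhibition.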
ATXN2 expr inh – ATXN2 expression inhibition. HEK-293 ATXN2-luciferase reporter, luminescence, 24 h. 360,000 tested, 0.72% active. Potency, µM (doses to about 57 µM), for inactives: at the top dose activity change, negative = inhibition, hits mostly inhibitors; also: potency is read from the fitted curve at half-maximal effect; % is scaled to controls: 0 for no effect and ±100 for the full control effect; nearly all actives have a fitted effect of over 55% in size
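ATXN2-luciferase reporter cells (luciferase flanked by upstream and downstream ATXN2 gene portions) were treated 24 h at 37 °C with compounds at up to 57 uM. SteadyGlo luminescence gave expression; GF-AFC fluorescence gave viability.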
S2 tox – cell viability loss in ATXN counter-screen; Potency, µM (top dose mostly 56.7 µM), most hits filed as cytotoxic; 400,000 tested, 0.49% active; S2 cells (HEK-293 line with an ATXN2-luciferase reporter) viability, CellTiter-Fluor protease fluorescence, 24 h; AID 651635; also: potency is read from the fitted curve at half-maximal effect; nearly all actives have a fitted effect of over 40% in size
HepG2 viability – HepG2 cytotoxicity, counter-screen for TGF-b inhibitors | HepG2 CAGA-GFP viability, ATP luminescence, 18 h | Potency, µM (top dose mostly 46.1 µM), for inactives: at the highest dose activity change, negative = cytotoxicity, hits mostly cytotoxic | 410,000 tested, 0.76% active | AID 588856; also: potency is read from the fitted curve at half-maximal effect; some results filed as inactive show a strong effect at the top dose
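CellTiter-Glo luminescence gave cytotoxicity after 18 hours at 37 degrees C. The cells were HepG2 CAGA-GFP in 1% FBS DMEM, stimulated with 500 pg/mL TGF-beta after compound addition. %Activity was normalised to no-cell wells (complete cell-killing) and DMSO (no toxicity), and curves were fitted and classified.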
Numbers without * were called inactive; i = inactive; ? = inconclusive; . = no result given; [ ] = another dose, or the depositor's remark. Unless noted, calls follow the shape of the dose curve; as a rule, active = well fitted curve in the direction sought with a large enough effect; inconclusive = small, poorly fitted or top-dose-only effect, or another doubt; inactive = no such curve, though single readings can be large; an effect the other way counts as inactive or inconclusive.

SMILES	HT1080-NT tox	HT1080 IDH1KD tx	MCF10A rereplic	KB-3-1 tox	SW480 rereplic	IL1B secr inh	ATXN2 expr inh	S2 tox	HepG2 viability
CCn1c(C)c(C)c2cc(C(=O)NCCCN3CCCC3)ccc21	0%	3%	13%	-1%	0%	7	3%	i	4%
O=C(NCc1ccc2c(c1)OCO2)c1ccc(CSCc2ccccc2Cl)o1	10%	9%	0%	6%	-1%	?	26%	i	29%
Cn1c(N/N=C2\CCCc3ccccc32)nc2c1c(=O)n(Cc1ccccc1)c(=O)n2C	4%	9%	2%	9%	2%	23	-4%	i	-3%
COC(=O)[C@@H](NC(=O)Nc1ccc2c(c1)OCCO2)C(C)C	11%	11%	2%	9%	-5%	16	9%	?	5%
COc1ccccc1N1CCN(/N=C\c2sccc2C)CC1	28%	21%	1%	0%	-33%[inhibitor]	-30	45%[activator]	i	11%
Cn1c(=O)n(C)c2cc(S(=O)(=O)NCC(=O)O)ccc21	1%	-1%	-5%	-8%	4%	-3	-20%	i	8%
Cc1ccc(S(=O)(=O)c2nc(-c3ccc(Cl)cc3)oc2N2CCCCCC2)cc1	.	.	.	-28%	.	.	11%	i	5%
C/C(=N/NS(=O)(=O)c1cc(C)ccc1C)c1ccncc1	23%	2%	5%	6%	?	0	8%	i	-22%
O=C(OCc1nnc(-c2ccccc2)o1)c1ccc(S(=O)(=O)NCc2ccco2)cc1	13%	0%	?	2%	2%	0	8%	i	-24%
NC(=O)COC(=O)c1c2c(nc3ccccc13)CCCCC2	0%	-3%	-14%	10%	-24%	-11	-19%	i	3%
Cc1ccc(S(=O)(=O)N2CCCC(C(=O)NC3CCCC3)C2)cc1 (stereo not given)	9%	2%	-14%	0%	-8%	21	-13%	i	3%
COc1ccccc1N1CCN(C2CCCN(C(=O)CCc3cnn(C)c3)C2)CC1 (stereo not given)	5%	1%	1%	10%	-2%	15	1%	i	4%
O=S(=O)(c1cccs1)n1nnc2ccccc21	9%	10%	2%	-6%	1%[9.22 µM]	16	6%	i	-4%
O=C1c2ccccc2CN1Cc1ccccc1	-5%	5%	-3%	-2%	16%	-9	3%	i	8%
C=CCn1c(P(=O)(O)c2ccccc2)nc2ccccc21	8%	5%	2%	1%	-6%	18	0%	i	-22%
CCCC(=O)N1CCN(c2ccc(NC(=O)c3cc4ccccc4o3)cc2)CC1	22%	13%	27%	0%	-4%	-56*	?	i	92%
CC12CCC(C(=O)Nc3ccc(Br)cn3)(OC1=O)C2(C)C (stereo not given)	15%	27%	0%	-3%	?	-12	-13%	i	4.5µM*
O=C(Nc1ccc(Oc2nnc(-c3ccccc3)c3ccccc23)cc1)c1ccccc1	7%	-1%	-5%	-6%	12%	-62*	-19%	i	-29%
COc1ccc(C(=O)COC(=O)c2cc(S(=O)(=O)N3CCCCC3)ccc2N2CCOCC2)c(OC)c1	6%	1%	-3%	-3%	1%	58	8%	i	3%
Fc1ccccc1-c1[nH]ncc1-c1nnnn1-c1ccccc1	-6%	19%	-6%	4%	25%	?	.	i	2%
C/C(Cc1ccccc1)=N\NC(=O)CNC(=O)Cc1ccccc1	-3%	-4%	?	-7%	-7%	-6	-5%	i	6%
Nc1n[nH]c(N)c1N=Nc1ccc(F)cc1	9%	9%	7%	-3%	?	-28	.	i	6%
CC(C)CCNC(=O)CN1C(=O)COc2ccc(S(=O)(=O)N3CCOCC3)cc21	.	.	.	0%	.	.	-5%	i	-13%
O=c1c2ccccc2nc2n1C(CSCc1ccc(Cl)cc1Cl)CS2 (stereo not given)	-2%	-1%[9.24 µM]	0%	?	-2%	?	-27%	i	-14%
CCOC(=O)C1=C(O)/C(=C/c2ccc(OCC(=O)O)c(OC)c2)SC1=Nc1ccc(OC)cc1	0%	-1%	0%	23%	1%	16	6%	i	-2%
COc1ccc(C(C(=O)NC2CCCC2)N(C(=O)c2ccoc2C)c2ccc(C)c(C)c2)cc1 (stereo not given)	-19%	?	17%	-2%	?	?	25%	i	-5%
CC(C)c1nnc(NC(=O)C2CCN(C(=O)Nc3ccccc3)CC2)s1	8%	7%	-3%	7%	?	10	6%	i	1%
O=S(=O)(CCS(=O)(=O)c1ccccc1)c1ccccc1	-1%	?	?	1%	16µM*	?	13%	?	1%
CC(=O)Nc1c(O)nc(SCc2ccccc2C#N)[nH]c1=O	5%	11%	-11%	-7%	-3%	-5	4%	i	-2%
Cc1ccc(-c2nnn(CC(=O)NC3CCN(Cc4ccccc4)CC3)n2)cc1	-11%	-2%	?	-4%	0%	-12	-11%	i	-18%
COc1ccc(C2N(S(=O)(=O)c3ccccc3)CCN2S(=O)(=O)c2ccc(C)cc2)cc1 (stereo not given)	2%	-3%	-17%	-21%	5%	33	-10%	i	-1%
N/C(=N\OC(=O)CC(c1ccccc1)c1ccccc1)c1cccnc1	?	?	?	-11%	13%	?	-33%	?	-63%
COc1cc(/C(C#N)=C/c2ccccc2)c([N+](=O)[O-])cc1OC	-16%	-4%	21%	4%	-7%	-83*	-7%	?	-26%
Cc1cc(=O)oc2cc(OCC(=O)NCc3ccco3)ccc12	26%	18%	4%	?	-8%	?	4%	i	3%
CCOC(=O)/C=C1\SCC(=O)N1CC(O)CN1C(=O)CS/C1=C/C(=O)OCC (stereo not given)	-13%	3%	3%	-3%	?	17	-1%	i	-44%
COc1cc(OC)c(NC(=O)N2CCc3c(sc4c3CCCC4)C2c2ccccc2)cc1Cl (stereo not given)	.	.	.	-29%	.	.	-2%	i	-6%
CCOc1ccccc1C(=O)N1CCN(c2ccc(C(F)(F)F)cn2)CC1	?	-7%	?	?	-27%	24	?	i	-5%
COc1ccc(NC(=O)N2CCCC2C(=O)NCc2ccc(C)cc2)cc1 (stereo not given)	1%	0%	4%	0%	-16%	19	0%	i	2%
Cc1ccc(/C=C/C(=O)c2ccc(N3CCOCC3)cc2)s1	-3%	-9%	14%	-7%	3%	?	48%[activator][11.3 µM]	.	-18%
Cc1ccccc1NC(=O)c1cc(-c2ccco2)nc2ccccc12	-1%	-1%	-33%[inhibitor]	?	41%	.	-20%	i	-32%
Cc1ccc(NC2=C(N3CCCCC3)C(=O)c3ccccc3C2=O)cc1	?	?	5.8µM*	?	2.9µM*	-68*	?	?	-45%
O=C1c2ccccc2N[C@@H]2C=CC[C@@H]2N1O	-10%	-2%	-3%	0%	26µM*	21	9%	i	-1%
C=CCn1ccc(=O)nc1SC	1%	4%	34%	-9%	-9%	-1	0%	i	-9%
CCOC(=O)c1csc(NC(=O)c2cc(=O)c3ccccc3o2)n1	-1%	11%	2%	4%	16%	-21	23%	i	-31%
CCOC(=O)Nc1ccc2nc(-c3cscn3)[nH]c2c1	?	26µM*	.	2.6µM*	.	5	.	i	-31%
CCOC(=O)c1[nH]c(C=O)c(C(=O)OCC)c1C	1.6µM*	3.7µM*	12µM*	-7%	5.8µM*	0	44%	?	11%
CC1(C(=O)NS(=O)(=O)c2ccc3c(c2)CCO3)CCN1C(=O)Cc1ccc(-c2ccccc2)cc1 (stereo not given)	1%	-2%	.	0%	.	19	-6%	i	-6%
CCc1ccc2nc(NC(=O)CSCc3c(C)noc3C)sc2c1	-28%	-15%	20%	2%	0%	0	18%	i	-21%
COc1cc(C(=O)NNC(=O)c2cccc(Cl)c2)ccc1OCC(=O)N1CCOCC1	16%	8%	-5%	16%	-1%	-21	4%	i	8%
O=C1C(C=NCc2ccncc2)=C(O)c2ccccc21	-2%	-9%	0%	3%	-8%	29	-20%	i	-15%
O=C(CSc1nnc(Cn2nnc3ccccc32)o1)N(Cc1ccc(Cl)cc1)c1ccccc1	-5%	3.3µM*	-15%	13µM*	3%	-52*	-34%	i	17%
O=C1N/C(=C/c2cccn2-c2ccc(F)cc2)C(=O)N1Cc1ccccc1	?	?	?	2%	0%	-6	-9%	.	-23%
COc1ccc(NC(=O)CSc2nc3nc(C)cc(C)n3n2)cc1OC	.	.	.	4%	.	.	0%	?	-2%
Cc1ccc([C@H]2N[C@]3(CCCN(Cc4ccc(Br)cc4)C3=O)[C@H]3C(=O)N(Cc4ccccc4)C(=O)[C@@H]23)cc1	-16%	-29%	.	-16%	.	-15	-12%	i	-19%
Cc1c(OCC(=O)NCC2CCC(C(=O)O)CC2)ccc2c3c(c(=O)oc12)CCC3 (stereo not given)	2%	-5%	3%	0%	-35%	8	-11%	i	50%
O=C(Nc1ccc(S(=O)(=O)N2CCCCC2)cc1)C1CCN(C(=O)c2ccc(F)cc2)CC1	1%	-3%	10%	-14%	-4%	-4	-21%	i	0%
O=C(NCC1CCCO1)c1ccc2c3n(nc2c1)-c1ccccc1CO3 (stereo not given)	-22%	-5%	5%	-10%	-8%	-15	14%	i	-28%
O=c1c(Cc2ccc(F)cc2)c(O)ccn1CCc1cnc[nH]1	2%	0%	-9%	-1%	-6%	-15	.	i	0%
CCOC(=O)C1(C)CCCN(C(=O)c2cccc(C(F)(F)F)c2)C1 (stereo not given)	-2%	0%	.	0%	.	45	-1%	i	-13%

Whole records, looked up by structure.
O=C(CSc1nnc(Cn2nnc3ccccc32)o1)N(Cc1ccc(Cl)cc1)c1ccccc1 is listed as HT1080-NT tox = -5%; HT1080 IDH1KD tx = 3.3µM*; MCF10A rereplic = -15%; KB-3-1 tox = 13µM*; SW480 rereplic = 3%; IL1B secr inh = -52*; ATXN2 expr inh = -34%; S2 tox = i; HepG2 viability = 17%
O=C1C(C=NCc2ccncc2)=C(O)c2ccccc21 is listed as HT1080-NT tox = -2%; HT1080 IDH1KD tx = -9%; MCF10A rereplic = 0%; KB-3-1 tox = 3%; SW480 rereplic = -8%; IL1B secr inh = 29; ATXN2 expr inh = -20%; S2 tox = i; HepG2 viability = -15%
